Screening data (PubChem)
M1 antag – antagonists of human M1 muscarinic receptor; CHO-K1 hM1, Fluo-8 calcium fluorescence, ACh EC80 antagonist; hit rate 1.3% among 360,000; P11229; inhibition, % at 3 µM;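 active means percent inhibition above its own plate's cutoff, namely the mean of that plate's compound wells plus 3 SD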;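 further: peak over basal fluorescence ratio during 140 s after agonist addition; 0% = ACh EC80 plus DMSO and 100% = DMSO alone without agonist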
Target sequence (P11229 whole entry, looked up): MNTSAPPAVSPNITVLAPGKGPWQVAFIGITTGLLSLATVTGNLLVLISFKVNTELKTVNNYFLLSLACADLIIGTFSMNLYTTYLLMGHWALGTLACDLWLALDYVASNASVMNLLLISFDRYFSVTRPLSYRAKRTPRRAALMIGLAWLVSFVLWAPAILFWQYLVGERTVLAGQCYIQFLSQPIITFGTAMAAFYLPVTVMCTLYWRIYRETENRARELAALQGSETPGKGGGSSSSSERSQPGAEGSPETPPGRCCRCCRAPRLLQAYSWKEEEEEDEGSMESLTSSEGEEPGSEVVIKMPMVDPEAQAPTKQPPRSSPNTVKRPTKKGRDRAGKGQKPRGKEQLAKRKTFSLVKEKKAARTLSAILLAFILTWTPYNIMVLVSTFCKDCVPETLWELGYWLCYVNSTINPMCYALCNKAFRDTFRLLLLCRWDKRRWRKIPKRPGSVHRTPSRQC
TAAR1 ag – agonists of human TAAR1; CHO RD-HGA16 TAAR1, Fluo-8 calcium fluorescence; vehicle wells 0%, saturating PEA agonist 100%; activation, % at 3 µM; hit rate 0.99% among 360,000;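 active means activation above the mean activation of all test compounds in the run plus 3 SD, cut at about 38% in these data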
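Assay system – CHO-derived RD-HGA16 cells with stable Gα16 and human TAAR1 · Compound dosing – one-point dosing at 3 µM (nominal) · Incubation – 17-24 h seeding, 75 min 37 °C dye, 30 min RT · Measured by – kinetic Fluo-8 calcium fluorescence · Control set – DMSO vehicle as 0%, PEA at EC100 as 100% · Repeats – single well for each compound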
CHO parental Ca – counter-screen for OX1R antagonists: effect in parental CHO cells; hit rate 0.63% among 330,000; parental CHO-K1, ATP-induced calcium, Fluo-8 fluorescence; inhibition, % at 5.6 µM;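 active means inhibition above that plate's mean sample inhibition plus 3 SD, cut at about 26% in these data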;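 further: 0% = ATP-challenged DMSO wells and 100% = DMSO wells without ATP; some compounds past the cut are filed as inactive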
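Material: Parental CHO cells | Reagent: ATP | Compound dosing: Single nominal dose of 5.6 µM per compound | Detection: Intracellular calcium via Fluo-8 no-wash fluorescent dye | Read-out: % inhibition of ATP-induced calcium mobilization | Benchmarks: Low control ATP plus DMSO, high control DMSO only | Replicates: Singlicate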
CHRM1 agonist – agonists of human M1 muscarinic receptor | P11229 | CHO-K1 hM1, Fluo-8 calcium fluorescence, agonist mode; 0% DMSO, 100% acetylcholine EC100 | activation, % at 3 µM | hit rate 0.33% among 360,000 | AID 588814;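 active means activation above the run's mean compound activation plus 3 SD, cut at about 16% in these data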;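 further: peak over basal fluorescence ratio within a 140 s kinetic read after compound addition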
CHO-K1 Ca PAM – nonselective activator or artifact in parental CHO-K1 calcium assay; ATP EC20, Fluo-8 calcium fluorescence; 0% at ATP EC20, 100% at ATP max; activation, % at 3 µM; hit rate 0.02% among 360,000;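 active means activation above the run cutoff, the mean activation of all test compounds plus 3 SD, cut at about 40% in these data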;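 further: peak over basal fluorescence ratio in a 140 s read after ATP addition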
CHO-K1 Ca ag – M1 agonist counterscreen hit in parental CHO-K1 cells. Fluo-8 calcium fluorescence; scaled to maximal ATP response, vehicle zero. activation, % at 3 µM. hit rate 0.48% among 360,000. AID 602248; in the data active means activation above about 15%;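 further: untransfected CHO-K1 host cells lacking M1 receptor as counterscreen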
CHO-K1 Ca antag – M1 antagonist counterscreen hit in parental CHO-K1 cells; ATP-induced calcium, Fluo-8 fluorescence; inhibition, % at 3 µM; hit rate 0.6% among 360,000;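 active means inhibition above a per-plate cutoff, the plate's mean sample inhibition plus 3 SD, cut at about 24% in these data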;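 further: 0% = DMSO plus EC80 ATP and 100% = DMSO alone without ATP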
TAAR1 antag – human TAAR1 antagonism. CHO RD-HGA16 TAAR1, Fluo-8 calcium fluorescence, antagonist. inhibition, % at 3 µM. hit rate 1.5% among 360,000;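 active means inhibition above a per-plate cutoff, the mean inhibition of test compounds on that plate plus 3 SD, cut at about 49% in these data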;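 further: 0% = DMSO plus EC80 beta-PEA response and 100% = DMSO alone without agonist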
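Test system – hTAAR1-expressing CHO RD-HGA16 cells, Gα16-coupled · Reagent – β-PEA at EC80 concentration, post-compound challenge · Compound dosing – 3 µM, single point · Timing – 140 s kinetic read after compound, 140 s after agonist · Detection – Fluo-8 intracellular calcium dye fluorescence, real-time kinetic reads · Control set – DMSO and EC80 PEA controls · Repeats – n of 1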
OXTR potentiator – potentiates the human oxytocin receptor response | P30559 | CHO-OTR cells, Fluo-8 calcium fluorescence, potentiator mode; 0% = oxytocin EC15, 100% = EC100 | activation, % at 3 µM | hit rate 0.061% among 320,000 | AID 2445;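 active means activation above that plate's cutoff, the mean activation of tested compounds plus 3 SD, cut at about 6.6% in these data, passing the limit was not always enough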;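 further: 100% uses oxytocin at 75 nM as the full agonist control; some results filed as inactive read as strong as hits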
Target sequence (P30559 whole entry, looked up): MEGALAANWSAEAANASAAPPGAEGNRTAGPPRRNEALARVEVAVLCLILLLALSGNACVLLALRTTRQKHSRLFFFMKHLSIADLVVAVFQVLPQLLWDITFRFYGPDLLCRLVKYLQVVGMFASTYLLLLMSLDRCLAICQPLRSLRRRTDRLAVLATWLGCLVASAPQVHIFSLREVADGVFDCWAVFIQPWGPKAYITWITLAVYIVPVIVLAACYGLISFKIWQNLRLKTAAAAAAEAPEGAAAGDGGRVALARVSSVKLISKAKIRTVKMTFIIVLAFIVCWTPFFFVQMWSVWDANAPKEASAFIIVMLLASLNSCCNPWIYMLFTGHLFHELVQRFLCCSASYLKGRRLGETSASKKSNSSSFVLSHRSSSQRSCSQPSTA
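Assay system: CHO cell line stably expressing human OTR. Reagent: EC15 oxytocin agonist. Dosing: single dose, 3.0 µM nominal final compound concentration. Timing: compound 6 min at room temperature before oxytocin, 100 s read. Signal: kinetic Fluo-8 calcium fluorescence. Controls: oxytocin EC15 low and EC100 high.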
The depositor's hits bear a star; · = no result given.

Labels used below: A = M1 antag; B = TAAR1 ag; C = CHO parental Ca; D = CHRM1 agonist; E = CHO-K1 Ca PAM; F = CHO-K1 Ca ag; G = CHO-K1 Ca antag; H = TAAR1 antag; I = OXTR potentiator
> COc1ccc(S(=O)(=O)N(C)C[C@@H]2OCc3cnnn3CCCC(=O)N([C@H](C)CO)C[C@H]2C)cc1
  A: -15.2; B: 0.0; C: ·; D: -5.2; E: 9.6; F: 0.1; G: -3.8; H: -3.5; I: ·
> N/C(=N\OC(=O)c1ccccc1)c1ccccn1
  A: -11.1; B: 1.3; C: -9.1; D: -6.8; E: 17.6; F: 0.2; G: -4.3; H: -3.4; I: -5.2
> CCc1cc2ccc(OC)cc2nc1SCC(=O)NNC(=O)c1ccco1
  A: 0.5; B: -0.7; C: -10.8; D: -4.6; E: -12.8; F: 0.1; G: 10.9; H: -8.0; I: -0.2
> C=CCN(C(=O)CCC(=O)Nc1cc(C)on1)C(C(=O)NC(C)(C)C)c1cccc(OC)c1OC (stereo not given)
  A: 5.1; B: 1.6; C: -18.8; D: -2.5; E: -1.0; F: 0.5; G: -9.3; H: -2.9; I: -4.8
> CCn1c(SCC(=O)NCc2ccccc2)nnc1C(CO)NC(=O)c1ccccc1 (stereo not given)
  A: -9.2; B: 2.7; C: -9.4; D: -1.8; E: 8.7; F: 1.0; G: -11.9; H: -13.7; I: 0.1
> CCCn1nnnc1NCc1ccc(Cl)cc1Cl
  A: 23.8; B: 0.7; C: -10.3; D: -4.0; E: 17.2; F: 7.0; G: -12.8; H: -23.8; I: -1.6
> COc1ccc(N2CCN(Cc3nc4scc(-c5cccs5)c4c(=O)[nH]3)CC2)cc1
  A: -11.0; B: -0.1; C: -3.8; D: -2.7; E: 16.6; F: 0.8; G: -13.3; H: -6.7; I: -7.2
> O=C(COc1cccnc1[N+](=O)[O-])NCc1cccs1
  A: -3.7; B: 0.1; C: -14.1; D: -7.1; E: 13.4; F: 0.9; G: -13.8; H: 8.4; I: 1.0
> Cc1ccc(C2(c3ccccc3)NC(=O)N(CC(=O)NC3CCS(=O)(=O)C3)C2=O)cc1C (stereo not given)
  A: -3.5; B: 2.5; C: -8.0; D: -8.3; E: 14.1; F: 0.7; G: -18.7; H: 7.1; I: -3.1
> CC(=O)CC1(O)C(=O)N(Cc2ccccc2)c2ccccc21 (stereo not given)
  A: -9.1; B: -0.5; C: -5.9; D: -2.7; E: -2.0; F: 0.1; G: -3.4; H: -8.1; I: -9.0
> Cc1ccc(C)c(NC(=O)c2ccc[n+](Cc3ccc([N+](=O)[O-])cc3)c2)c1
  A: -14.4; B: -3.2; C: -0.8; D: -5.2; E: 25.4; F: 1.3; G: -2.7; H: -6.8; I: -0.5
> CCOC(=O)C1CCN(c2c(N3CCCCCC3)c(=O)c2=O)CC1
  A: -8.6; B: 0.4; C: -11.4; D: -11.3; E: 14.1; F: 0.0; G: -2.9; H: -11.4; I: -2.1
> Cc1nn2c(=S)[nH]nc2[nH]c1=O
  A: -6.3; B: 7.8; C: 12.2; D: -8.6; E: 0.2; F: -0.1; G: 8.5; H: 9.9; I: -0.2
> N#CCn1cc(/C=N/NC(=O)c2cc3c(ccc4ccccc43)o2)c2ccccc21
  A: -1.0; B: 12.7; C: -5.2; D: -1.8; E: 21.0; F: 7.5; G: -9.3; H: 33.3; I: -4.6
> O=C(c1ccc(Cl)c(S(=O)(=O)N2CCCCCC2)c1)N1CCN(c2ccc(O)cc2)CC1
  A: 19.9; B: 0.8; C: -2.9; D: -0.2; E: 12.0; F: 5.1; G: -5.8; H: 11.6; I: -5.2
> COc1cc2ccccc2cc1C(=O)N/N=C/c1cccnc1
  A: -6.0; B: 0.3; C: -13.8; D: -2.1; E: -5.0; F: 3.8; G: -12.8; H: -24.5; I: -8.1
> COC(=O)c1ccc(COc2ccccc2[N+](=O)[O-])o1
  A: -12.3; B: 0.4; C: -3.6; D: -4.7; E: 10.3; F: 0.5; G: 5.7; H: -10.2; I: -4.0
> Cc1ccc(NC(=O)c2ccc(Cl)cc2[N+](=O)[O-])nc1
  A: 11.2; B: 4.9; C: -0.7; D: -4.1; E: 15.7; F: 0.2; G: -6.2; H: 7.2; I: -11.8
> COc1ccc(CC(=O)OCC(=O)Nc2c(C)n(C)n(-c3ccccc3)c2=O)cc1
  A: -3.1; B: -1.1; C: -19.2; D: -4.2; E: 13.1; F: 0.3; G: 2.5; H: 5.2; I: -10.6
> COc1ccc(NC(=O)c2ccc(S(=O)(=O)N(C)C)cc2)cc1
  A: 2.0; B: 12.1; C: -22.0; D: -9.0; E: 21.8; F: 2.0; G: -3.8; H: 14.1; I: -5.6
> O=C(c1cccc(C(F)(F)F)c1)C1CCCN(C(=O)c2cc(C3CC3)[nH]n2)C1 (stereo not given)
  A: 8.6; B: 2.4; C: -13.9; D: 0.0; E: -5.2; F: 9.8; G: 14.0; H: -9.5; I: -8.8
> Cc1cc2nnc(SCC(=O)Nc3cccc(S(=O)(=O)N4CCOCC4)c3)n2c2ccccc12
  A: -2.6; B: 4.5; C: -11.5; D: -5.1; E: 18.8; F: 3.5; G: -4.0; H: 11.9; I: -8.6
> CCCCCCNC(=O)Cc1c(O)c2ccccc2[nH]c1=O
  A: -4.6; B: 19.9; C: -7.0; D: -2.7; E: 19.3; F: 0.5; G: -9.8; H: -15.2; I: -2.4
> CCN(CC)S(=O)(=O)c1ccc(Cl)c(NC2=NCCCCC2)c1
  A: -11.4; B: 0.2; C: -1.5; D: -7.1; E: 15.6; F: 13.7; G: -7.8; H: -33.5; I: -3.1
> C[C@H](O)[C@@H]1C(=O)N2CCc3ccc(N4CCOCC4)cc3[C@@H]2C[C@@H]1N(C)S(=O)(=O)c1ccccc1
  A: -0.4; B: 5.5; C: ·; D: -3.4; E: 6.0; F: 0.3; G: -7.2; H: -15.4; I: ·
> Fc1ccc(Cn2ccc(-c3cnc(-c4ccccc4)s3)n2)cc1
  A: 0.2; B: 7.4; C: -9.1; D: -3.3; E: -3.3; F: 0.9; G: 16.1; H: 22.7; I: -6.6
> C#CCNC(=O)C1=C[C@H](c2ccc(C(F)(F)F)cc2)C[C@H](OCCCCO)O1
  A: 10.8; B: 1.9; C: -14.5; D: -4.9; E: -15.6; F: -0.4; G: 3.4; H: 4.5; I: -4.5
> CN(C(=O)CSc1ncn[nH]1)C1(C#N)CCCCC1
  A: -8.3; B: 1.7; C: -8.3; D: -0.8; E: 5.2; F: 2.0; G: -7.0; H: -4.1; I: -0.6

11 entries already listed, ordered by formula weight, lowest first.
Labels used below: A = M1 antag; B = TAAR1 ag; C = CHO parental Ca; D = CHRM1 agonist; E = CHO-K1 Ca PAM; F = CHO-K1 Ca ag; G = CHO-K1 Ca antag; H = TAAR1 antag; I = OXTR potentiator
> COC(=O)c1ccc(COc2ccccc2[N+](=O)[O-])o1
  A: -12.3; B: 0.4; C: -3.6; D: -4.7; E: 10.3; F: 0.5; G: 5.7; H: -10.2; I: -4.0
> O=C(COc1cccnc1[N+](=O)[O-])NCc1cccs1
  A: -3.7; B: 0.1; C: -14.1; D: -7.1; E: 13.4; F: 0.9; G: -13.8; H: 8.4; I: 1.0
> CC(=O)CC1(O)C(=O)N(Cc2ccccc2)c2ccccc21 (stereo not given)
  A: -9.1; B: -0.5; C: -5.9; D: -2.7; E: -2.0; F: 0.1; G: -3.4; H: -8.1; I: -9.0
> COc1cc2ccccc2cc1C(=O)N/N=C/c1cccnc1
  A: -6.0; B: 0.3; C: -13.8; D: -2.1; E: -5.0; F: 3.8; G: -12.8; H: -24.5; I: -8.1
> Fc1ccc(Cn2ccc(-c3cnc(-c4ccccc4)s3)n2)cc1
  A: 0.2; B: 7.4; C: -9.1; D: -3.3; E: -3.3; F: 0.9; G: 16.1; H: 22.7; I: -6.6
> CCc1cc2ccc(OC)cc2nc1SCC(=O)NNC(=O)c1ccco1
  A: 0.5; B: -0.7; C: -10.8; D: -4.6; E: -12.8; F: 0.1; G: 10.9; H: -8.0; I: -0.2
> O=C(c1cccc(C(F)(F)F)c1)C1CCCN(C(=O)c2cc(C3CC3)[nH]n2)C1 (stereo not given)
  A: 8.6; B: 2.4; C: -13.9; D: 0.0; E: -5.2; F: 9.8; G: 14.0; H: -9.5; I: -8.8
> C#CCNC(=O)C1=C[C@H](c2ccc(C(F)(F)F)cc2)C[C@H](OCCCCO)O1
  A: 10.8; B: 1.9; C: -14.5; D: -4.9; E: -15.6; F: -0.4; G: 3.4; H: 4.5; I: -4.5
> COc1ccc(CC(=O)OCC(=O)Nc2c(C)n(C)n(-c3ccccc3)c2=O)cc1
  A: -3.1; B: -1.1; C: -19.2; D: -4.2; E: 13.1; F: 0.3; G: 2.5; H: 5.2; I: -10.6
> Cc1cc2nnc(SCC(=O)Nc3cccc(S(=O)(=O)N4CCOCC4)c3)n2c2ccccc12
  A: -2.6; B: 4.5; C: -11.5; D: -5.1; E: 18.8; F: 3.5; G: -4.0; H: 11.9; I: -8.6
> C[C@H](O)[C@@H]1C(=O)N2CCc3ccc(N4CCOCC4)cc3[C@@H]2C[C@@H]1N(C)S(=O)(=O)c1ccccc1
  A: -0.4; B: 5.5; C: ·; D: -3.4; E: 6.0; F: 0.3; G: -7.2; H: -15.4; I: ·
